CHRM4 antagonist: human M4 muscarinic receptor antagonists, primary screen, CHO cells, Fluo-8 calcium fluorescence; CHO-hM4 cells, ACh EC80; inhibition, % at 3 µM; 360,000 compounds, 0.73% hits; Muscarinic acetylcholine receptor M4 (Homo sapiens), P08173;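 active = inhibition above its plate's cutoff, the mean inhibition of sample wells plus 3 SD, cut at about 27% in these data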;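 note: 0% = acetylcholine EC80 with DMSO and 100% = DMSO without agonist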
CHRM4 PAM: human M4 muscarinic receptor positive allosteric modulators, primary screen, CHO-K1 cells, Fluo-8 calcium fluorescence | Muscarinic acetylcholine receptor M4 (Homo sapiens), P08173 | CHO-K1 hM4/Gqi5, ACh EC20; 0% = ACh EC20, 100% = maximal ACh | activation, % at 3 µM | 360,000 compounds, 0.4% hits | AID 624126, 2012;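 active = activation above its plate's cutoff, the mean activation of sample wells plus 3 SD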; note: some results filed as inactive read as strong as hits
CRFR2-BP ag: agonists of CRF-BP/CRF-R2 complex, primary screen, cell-based, HEK293, calcium dye fluorescence, uHTS; CRF-binding protein / CRF receptor 2 complex (human); calcium dye fluorescence (FLIPR); percent of saturating CRF peptide response; activation, % at 13.2 µM; 350,000 compounds, 0.46% hits; AID 588473, 2011;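 active = activation of at least 50%, plus an integration ratio under a set limit after plate pattern correction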;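 note: plate controls were neutral control wells without compound for no effect and CRF at EC100 for full effect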
M1 antag: human M1 muscarinic receptor antagonists, primary screen, CHO-K1 cells, Fluo-8 calcium fluorescence, 1536-well; Muscarinic acetylcholine receptor M1 (Homo sapiens), P11229; CHO-K1 hM1, ACh EC80 antagonist; inhibition, % at 3 µM; 360,000 compounds, 1.3% hits; AID 588852, 2011;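 active = percent inhibition above its own plate's cutoff, namely the mean of that plate's compound wells plus 3 SD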;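 note: peak over basal fluorescence ratio during 140 s after agonist addition; 0% = ACh EC80 plus DMSO and 100% = DMSO alone without agonist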
Target sequence (P11229 whole entry, looked up): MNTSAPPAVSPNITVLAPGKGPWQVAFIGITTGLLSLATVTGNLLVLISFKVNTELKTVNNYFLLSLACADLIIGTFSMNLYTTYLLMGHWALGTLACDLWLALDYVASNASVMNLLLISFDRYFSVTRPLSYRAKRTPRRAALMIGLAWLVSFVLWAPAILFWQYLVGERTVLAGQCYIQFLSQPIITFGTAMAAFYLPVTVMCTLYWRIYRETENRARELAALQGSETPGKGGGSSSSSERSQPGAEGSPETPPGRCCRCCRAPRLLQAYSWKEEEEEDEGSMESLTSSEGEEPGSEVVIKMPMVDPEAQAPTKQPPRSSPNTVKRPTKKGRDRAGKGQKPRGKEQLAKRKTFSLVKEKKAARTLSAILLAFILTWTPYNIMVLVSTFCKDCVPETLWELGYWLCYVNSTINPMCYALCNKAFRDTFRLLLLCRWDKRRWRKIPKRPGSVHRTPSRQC
M5 antag: human M5 muscarinic receptor antagonists, primary screen, CHO cells, Fluo-8 calcium fluorescence | CHO-hM5 cells, ACh EC80 | AID 624040, 2012 | inhibition, % at 3 µM | 360,000 compounds, 0.59% hits;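 active = inhibition above a per-plate cutoff, the mean of that plate's test compounds plus 3 SD, cut at about 27% in these data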;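 note: 0% = acetylcholine EC80 with DMSO and 100% = DMSO without agonist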
M5 PAM: human M5 muscarinic receptor positive allosteric modulators, primary screen, CHO-K1 cells, Fluo-8 calcium fluorescence | Muscarinic acetylcholine receptor M5 (Homo sapiens), P08912 | CHO-K1 hM5, ACh EC20 PAM; 0% = ACh EC20, 100% = ACh EC100 | activation, % at 3 µM | 360,000 compounds, 0.3% hits;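 active = activation above the run cutoff, the mean activation of all test compounds plus 3 SD, cut at about 18% in these data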
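Replicates: One well per compound, no replicates | System: Human M5 receptor in CHO-K1 cells | Benchmarks: Low control EC20 acetylcholine (0%), high control EC100 acetylcholine (100%) | Probe or stimulus: Acetylcholine, EC20 level | Times: Fluo-8 loading 80 min at 37 °C plus 30 min room temperature | Signal: Intracellular calcium via Fluo-8 fluorescence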
M5 ag: human M5 muscarinic receptor agonists, primary screen, CHO-K1 cells, Fluo-8 calcium fluorescence. Muscarinic acetylcholine receptor M5 (Homo sapiens), P08912. 360,000 compounds, 0.19% hits. CHO-K1 hM5 cells; 0% DMSO wells, 100% maximal acetylcholine response. AID 624037, 2012. activation, % at 3 µM;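 active = activation above the run's mean over test compounds plus 3 SD, cut at about 23% in these data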;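 note: signal is peak over basal fluorescence ratio across the kinetic read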
M4 ag: human M4 muscarinic receptor agonists, primary screen, CHO-K1 cells, Fluo-8 calcium fluorescence. AID 624127, 2012. Muscarinic acetylcholine receptor M4 (Homo sapiens), P08173. CHO-K1 hM4/Gqi5; vehicle 0%, full acetylcholine response 100%. 360,000 compounds, 0.14% hits. activation, % at 3 µM;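 active = activation above the run mean over all test wells plus 3 SD, cut at about 32% in these data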;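 note: peak over basal fluorescence ratio per well then scaled between controls; 0% = DMSO wells and 100% = acetylcholine at EC100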
CHRM1 PAM: human M1 muscarinic receptor positive allosteric modulators, primary screen, CHO-K1 cells, Fluo-8 calcium fluorescence, 1536-well | Muscarinic acetylcholine receptor M1 (Homo sapiens), P11229 | CHO-K1 hM1, ACh EC20; 0% = ACh EC20, 100% = maximal ACh | activation, % at 3 µM | 360,000 compounds, 0.088% hits | AID 588819, 2011; in the data active = activation above about 19%, passing the limit was not always enough
* = called active by the depositor; . = no result given; & = joins results of further samples.

No. | Compound | CHRM4 antagonist | CRFR2-BP ag | M5 PAM | CHRM1 PAM | CHRM4 PAM | M5 ag | M5 antag | M4 ag | M1 antag
1 | CC12CCC(C/C1=N/OC(=O)c1cccc([N+](=O)[O-])c1)C2(C)C (centres undefined) | 7 | 0.7 | 1 | 2 | -3 | -1 | -6 | 1 | 2
2 | CC1CCN(C(=O)CSc2nnc(Cc3ccccc3)o2)CC1 | -2 | -0.2 | 1 | 7 | 7 | 1 | 5 | 2 | -11
3 | Cc1ccccc1CN1CCN(CC(=O)NCc2ccccc2)C1=O | -8 | -1.1 | -4 | 7 | 6 | 0 | 2 | 0 | -6
4 | Cc1cc(C(=O)Nc2nnc(C(F)(F)F)s2)no1 | 0 | -0.2 | -6 | -3 | -2 | 1 | 7 | 1 | 3
5 | CC1CC(C)CN(C(=O)COC(=O)c2ccc3c(c2)OCO3)C1 (centres undefined) | -5 | 0.1 | 6 | 19 | 7 | 4 | 3 | 8 | -25
6 | Cc1nc(SCC(=O)Nc2cc(C)on2)c2c3c(sc2n1)CCCC3 | -4 | -1.4 | -2 | 7 | 11 | 0 | 1 | 0 | -3
7 | N#Cc1c(Nc2ccccc2)c(C=NCCN2CCOCC2)c[nH]c1=O | 5 | 2.1 | 1 | -6 | 0 | 2 | 10 | 0 | -18
8 | Cc1noc(C)c1NC(=O)N(C)C[C@@H]1OCc2cnnn2CCCC(=O)N([C@H](C)CO)C[C@@H]1C | 4 | 1.9 | -2 | 0 | -3 | 0 | 7 | 0 | -3
9 | Cc1ccc(Cl)cc1NC(=O)COC(=O)C12CC3CC(CC(C3)C1)C2 | -3&-5 | 2.4&6.4 | -3&-1 | 1&1 | -2&6 | -4&-2 | -10&2 | -1&-2 | -3&-4
10 | O=C(NCc1ccc(F)cc1)C(c1ccccc1)N(CC1CCCO1)C(=O)Cn1nnc2ccccc21 (centres undefined) | 0 | -0.7 | -16 | 2 | -2 | -10 | -2 | 3 | 2

Reprinted from the part before: 2 entries; new compounds follow.
No. | Compound | CHRM4 antagonist | CRFR2-BP ag | M5 PAM | CHRM1 PAM | CHRM4 PAM | M5 ag | M5 antag | M4 ag | M1 antag
9 | Cc1ccc(Cl)cc1NC(=O)COC(=O)C12CC3CC(CC(C3)C1)C2 | -3&-5 | 2.4&6.4 | -3&-1 | 1&1 | -2&6 | -4&-2 | -10&2 | -1&-2 | -3&-4
10 | O=C(NCc1ccc(F)cc1)C(c1ccccc1)N(CC1CCCO1)C(=O)Cn1nnc2ccccc21 (centres undefined) | 0 | -0.7 | -16 | 2 | -2 | -10 | -2 | 3 | 2
11 | COc1ccc(N(CC(=O)Nc2cc(C)ccc2C)S(=O)(=O)c2ccccc2[N+](=O)[O-])c(OC)c1 | -9 | -1.8 | -5 | 1 | -2 | -3 | 0 | 3 | 1
12 | CCOC(=O)c1c(C)[nH]c(N=Nc2ccccc2Cl)c1C | -12 | -3.5 | 5 | 0 | 0 | -3 | -4 | -2 | -4
13 | O=C(NCCC1CCCCN1S(=O)(=O)c1ccc(Cl)cc1)C(=O)NCc1ccco1 (centres undefined) | -17 | -0.3 | 1 | -1 | -2 | -7 | -5 | 4 | -4
14 | CCN(CC(=O)Nc1ccc(NC(C)=O)cc1)C(=O)c1cc2c(s1)CCCCC2 | 1 | 1.4 | -6 | 8 | -2 | -2 | 17 | 1 | -9
15 | Cc1ccc(-c2nnc(CSc3nc(C(C)C)nc4sc(C)c(C)c34)o2)cc1 | -11 | 4.1 | 5 | 6 | 15 | 0 | -4 | 1 | -3
16 | COc1ccc2c(c1)c(C(C)=O)c(C)n2-c1ccccc1 | 5 | -1.5 | -1 | 4 | -2 | -2 | -1 | -2 | -7
17 | COc1ccccc1NS(=O)(=O)c1ccc(C)c(C(=O)NC2CCN(Cc3ccccc3)CC2)c1 | 5 | 2.0 | -4 | -3 | -1 | -3 | 8 | 8 | 3
18 | COc1cc(OC)cc(C(=O)N2CCN(c3ccccc3F)CC2)c1 | 2 | 0.8 | -2 | 6 | 3 | -6 | -2 | 2 | -5
19 | O=C1C2C(C(=O)N1c1ccncc1)C1C=CC2C12CC2 (centres undefined) | -4 | 0.1 | 1 | -9 | -5 | -3 | -2 | 0 | 23
20 | O=C(O)C1C2C=CC(O2)C1C(=O)NC1CCCc2ccccc21 (centres undefined) | 3 | 0.3 | 3 | 11 | 6 | 0 | -5 | 0 | -9

Next part:
No. | Compound | CHRM4 antagonist | CRFR2-BP ag | M5 PAM | CHRM1 PAM | CHRM4 PAM | M5 ag | M5 antag | M4 ag | M1 antag
21 | Nc1ccc(C(=O)OCC(=O)N2c3ccccc3Sc3ccccc32)cc1[N+](=O)[O-] | 8 | -1.8 | -3 | -2 | -3 | -2 | -1 | 1 | 7
22 | O=C(NCCc1ccccc1)C1CCC(Cn2c(=O)c3ccccc3n(Cc3cccnc3)c2=O)CC1 (centres undefined) | -8 | 4.1 | 0 | 6 | 0 | -4 | -2 | 3 | -4
23 | CCc1ccc(-c2ccc(C(=O)C(F)(F)F)[nH]2)cc1 | 10 | -0.7 | -2 | 5 | 2 | -2 | -1 | -1 | -5
24 | C[C@@H]1CCCCO[C@@H](CN(C)S(=O)(=O)c2ccccc2)[C@@H](C)CN([C@H](C)CO)C(=O)c2cc(NS(=O)(=O)c3ccc(F)cc3)ccc2O1 | 4 | 4.3 | 1 | -5 | -3 | -1 | -6 | 2 | 8
25 | COc1ccc(C(C#N)=C2C=CC(=NO)C=C2)cc1 | 5 | 6.2 | -2 | 1 | -11 | 0 | -2 | 1 | -4
26 | CCn1c(O)c(C#N)c(C)cc1=O | -2 | 0.5 | 4 | 7 | -5 | 1 | 3 | 0 | -12
27 | CC(C)N(C(=O)c1ccc(Cc2cn(C)c3ccccc23)nc1)C(C)C | 2 | . | 0 | 3 | 0 | 1 | -4 | 2 | -7

In the list so far, 8 have a halogen:
No. | Compound | CHRM4 antagonist | CRFR2-BP ag | M5 PAM | CHRM1 PAM | CHRM4 PAM | M5 ag | M5 antag | M4 ag | M1 antag
4 | Cc1cc(C(=O)Nc2nnc(C(F)(F)F)s2)no1 | 0 | -0.2 | -6 | -3 | -2 | 1 | 7 | 1 | 3
9 | Cc1ccc(Cl)cc1NC(=O)COC(=O)C12CC3CC(CC(C3)C1)C2 | -3&-5 | 2.4&6.4 | -3&-1 | 1&1 | -2&6 | -4&-2 | -10&2 | -1&-2 | -3&-4
10 | O=C(NCc1ccc(F)cc1)C(c1ccccc1)N(CC1CCCO1)C(=O)Cn1nnc2ccccc21 (centres undefined) | 0 | -0.7 | -16 | 2 | -2 | -10 | -2 | 3 | 2
12 | CCOC(=O)c1c(C)[nH]c(N=Nc2ccccc2Cl)c1C | -12 | -3.5 | 5 | 0 | 0 | -3 | -4 | -2 | -4
13 | O=C(NCCC1CCCCN1S(=O)(=O)c1ccc(Cl)cc1)C(=O)NCc1ccco1 (centres undefined) | -17 | -0.3 | 1 | -1 | -2 | -7 | -5 | 4 | -4
18 | COc1cc(OC)cc(C(=O)N2CCN(c3ccccc3F)CC2)c1 | 2 | 0.8 | -2 | 6 | 3 | -6 | -2 | 2 | -5
23 | CCc1ccc(-c2ccc(C(=O)C(F)(F)F)[nH]2)cc1 | 10 | -0.7 | -2 | 5 | 2 | -2 | -1 | -1 | -5
24 | C[C@@H]1CCCCO[C@@H](CN(C)S(=O)(=O)c2ccccc2)[C@@H](C)CN([C@H](C)CO)C(=O)c2cc(NS(=O)(=O)c3ccc(F)cc3)ccc2O1 | 4 | 4.3 | 1 | -5 | -3 | -1 | -6 | 2 | 8
